GLD-1 RNA inh – GLD-1-TGE RNA interaction inhibition (C. elegans). Q17339. purified GLD-1 + fluorescein TGE RNA, fluorescence polarization. inhibition, % at 5.96 µM. hit rate 0.44% among 320,000;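 active = percent inhibition above a per-plate cutoff, the plate mean of test compounds plus 3 SD, cut at about 30% in these data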;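 note: 0% = DMSO wells with GLD-1 and probe and 100% = wells lacking GLD-1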
TPT1 inhibitor – inhibitors of Candida albicans tRNA 2'-phosphotransferase TPT1. recombinant caTPT1, FP RNA substrate dephosphorylation. AID 1962. inhibition, % at 5 µM. hit rate 0.81% among 300,000;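 active = inhibition above the mean of all tested compounds plus 3 SD, set per screening campaign, cut at about 24% in these data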;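 note: plate controls were DMSO alone for no effect and ferristatin control at 100 nM for full effect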
PAD4 FP inh – blocks human protein arginine deiminase 4. recombinant PAD4, RCA probe fluorescence polarization. inhibition, % at 6.36 µM. hit rate 0.41% among 330,000;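 active = percent inhibition above a cutoff equal to the mean of all tested compounds plus 3 SD, cut at about 15% in these data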;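 note: 0% = PAD4 with RCA probe and DMSO and 100% = probe without PAD4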
MCL1-BIM inh – inhibitors of human MCL1 binding to BIM-BH3 peptide; inhibition, % at 10.9 µM; hit rate 0.68% among 320,000; AID 2057; GST-MCL1 / FITC-Bim-BH3 fluorescence polarization; Q07820;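 active = inhibition above the mean inhibition of all tested compounds plus 3 SD, set per campaign, cut at about 40% in these data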;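 note: 0% = DMSO wells and 100% = unlabeled Bim-BH3 peptide control; higher means more loss of mP so more displacement of Bim peptide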
Target sequence (Q07820 whole entry, looked up): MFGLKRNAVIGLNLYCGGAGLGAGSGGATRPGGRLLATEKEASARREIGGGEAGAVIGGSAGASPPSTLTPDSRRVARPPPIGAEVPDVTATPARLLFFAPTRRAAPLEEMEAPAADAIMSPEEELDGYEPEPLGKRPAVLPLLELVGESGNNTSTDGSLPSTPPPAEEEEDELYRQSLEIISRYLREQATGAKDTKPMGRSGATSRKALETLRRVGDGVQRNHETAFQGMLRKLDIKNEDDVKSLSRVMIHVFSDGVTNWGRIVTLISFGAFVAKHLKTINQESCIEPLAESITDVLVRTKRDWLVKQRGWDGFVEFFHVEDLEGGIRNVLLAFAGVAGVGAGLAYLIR
GSTO1 counter – GSTO1 inhibition, counter-screen for RBBP9 inhibitors; P78417; recombinant GSTO1, activity-based probe fluorescence polarization; inhibition, % at 5.96 µM; hit rate 1.1% among 300,000; AID 1974;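 active = inhibition above the campaign mean inhibition plus 3 SD, cut at about 35% in these data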;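 note: 0% = GSTO1-1 with DMSO and 100% = wells lacking GSTO1-1 enzyme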
MEX-5 binding – C. elegans MEX-5 TCR-2 RNA binding activity; MEX-5/FITC-TCR2 RNA binding, fluorescence polarization; active compounds read low; AID 1832; activity score (negative = inhibition of binding), % at 10 µM; Q9XUB2; hit rate 0.38% among 300,000;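 active = inhibition past about -25% in most replicates, and total fluorescence under double the plate's negative control median, limit read from the data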;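 note: 0% = DMSO and -100% = 5 µM competing unlabeled TCR2 RNA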
Fam108B counter – Fam108B inhibition, counter-screen for RBBP9 inhibitors | hit rate 0.33% among 300,000 | recombinant Fam108B, FP-Rh probe fluorescence polarization | AID 1947 | inhibition, % at 9.51 µM;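 active = inhibition above the screen mean inhibition plus 3 SD, computed separately per campaign, cut at about 18% in these data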;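 note: inhibitors lower polarization as less probe binds the enzyme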
PME-1 inh – PME-1 (human) inhibition; recombinant PME-1, FP-Rh probe fluorescence polarization; inhibition, % at 5.9 µM; hit rate 0.53% among 320,000; AID 2130;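 active = inhibition above the campaign mean of all compounds plus 3 SD, cut at about 26% in these data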;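 note: competitive labeling of PME-1 active site by serine hydrolase directed probe; 0% = PME-1 with DMSO and 100% = wells lacking PME-1 enzyme; inhibitors block probe labeling so polarization falls and inhibition rises; many of its hits are not listed in these tables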
Target sequence (Q9Y570 whole entry, looked up): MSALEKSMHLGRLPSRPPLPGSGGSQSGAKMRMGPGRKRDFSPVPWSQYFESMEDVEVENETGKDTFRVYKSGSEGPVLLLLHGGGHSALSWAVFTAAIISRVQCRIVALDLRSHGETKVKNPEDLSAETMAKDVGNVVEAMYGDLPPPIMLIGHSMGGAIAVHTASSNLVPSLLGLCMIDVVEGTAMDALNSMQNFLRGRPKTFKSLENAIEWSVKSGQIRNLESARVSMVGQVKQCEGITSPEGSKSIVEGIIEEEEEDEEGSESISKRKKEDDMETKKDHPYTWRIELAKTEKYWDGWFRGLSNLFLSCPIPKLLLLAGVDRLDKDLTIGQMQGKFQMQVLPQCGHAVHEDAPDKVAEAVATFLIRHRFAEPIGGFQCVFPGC
Bcl-xL primary – blocks human Bcl-xL binding to Bim BH3 peptide | Q07817 | GST-Bcl-xL / FITC-Bim BH3 peptide fluorescence polarization | inhibition, % at 10.9 µM | hit rate 0.7% among 320,000;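 active = inhibition above the mean of all tested compounds plus 3 SD, cutoff set per campaign, cut at about 30% in these data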;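 note: 0% = DMSO wells and 100% = unlabeled Bim-BH3 peptide competitor; inhibitors lower millipolarization by displacing the labeled peptide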
Target sequence (Q07817 whole entry, looked up): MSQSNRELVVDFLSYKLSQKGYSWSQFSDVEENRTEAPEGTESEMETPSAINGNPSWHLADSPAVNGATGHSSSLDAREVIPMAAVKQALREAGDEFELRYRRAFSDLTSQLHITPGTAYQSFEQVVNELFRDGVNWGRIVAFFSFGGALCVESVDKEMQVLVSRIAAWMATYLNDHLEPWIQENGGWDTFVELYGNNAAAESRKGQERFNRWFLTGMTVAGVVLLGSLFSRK
* hit, by the source's call; nt = not tested or not shown. A portion of the library, so the mix of outcomes need not match the whole.

SMILES	MCL1-BIM inh	Bcl-xL primary	MEX-5 binding	PAD4 FP inh	TPT1 inhibitor	GLD-1 RNA inh	PME-1 inh	Fam108B counter	GSTO1 counter
CSc1ccccc1NS(=O)(=O)c1cccc2nonc12	3.7	5.2	-1.1	-2.2	-2.0	3.0	4.3	-4.8	8.8
COc1ccc(Nc2nc(Nc3ccc(OC)cc3)nc(-n3[nH]c(=O)c(C)c3C)n2)cc1	7.6	8.7	1.7	2.7	-4.3	0.8	2.1	3.8	2.0
COc1ccc(F)cc1S(=O)(=O)N1CCC(C(N)=O)CC1	3.7	1.7	0.9	-0.1	-2.0	0.1	2.6	-2.5	-4.9
O=C(Nc1ccc(S(=O)(=O)Nc2ncccn2)cc1)c1ccco1	-2.3	1.9	0.4	-5.8	-0.2	2.2	-2.5	2.2	-1.7
Cc1ccc(NC(=S)Nc2ccc(OC(F)F)c(Cl)c2)cc1Cl	9.7	4.3	-0.1	5.6	-3.8	-0.9	-10.3	-12.7	-9.7
O=C(Nc1ccccc1)OCC1CCCO1 (stereo not drawn)	5.2	2.2	-1.3	-1.7	-1.1	2.0	4.1	-3.2	0.8
NC(=O)[C@@H]1CCCN1C(=O)c1cc(COc2ccc(F)cc2F)on1	2.6	1.1	2.7	-7.4	0.8	3.1	0.9	-0.5	-1.0
CCOC(=O)Cn1c(=N)n(CCOc2ccc(OC)cc2)c2ccccc21	-8.7	-6.4	1.3	-6.3	2.3	-4.0	2.2	-0.5	-1.4
Cc1cc(C)nc(-n2nc(C)c3c(=O)[nH]c(C(F)(F)F)nc32)n1	-2.4	-1.6	0.3	-5.0	0.9	-4.0	3.6	-8.7	-2.5
CCOC(=O)C(NC(=O)N1CCCCC1)(c1ccccc1)C(F)(F)F (stereo not drawn)	8.2	4.6	2.4	3.1	-2.1	8.1	-1.9	2.0	1.6
O=C1c2cccc(OCC(=O)N3N=C(c4cccs4)CC3c3ccc(F)cc3)c2CCN1Cc1ccccc1 (stereo not drawn)	5.8	5.4	1.7	4.9	1.9	-1.0	-9.5	-7.1	-13.7
CCNC(=O)CN(c1ccc(Oc2ccccc2)cc1)S(=O)(=O)c1ccccc1	7.0	8.0	0.7	-4.2	-4.5	11.2	-0.2	0.8	0.9
COc1ccc(-c2nnn(CC(=O)N(C3CCCCC3)C(C)C(=O)NC3CCCC3)n2)cc1OC (stereo not drawn)	3.6	6.4	-0.4	0.7	-1.3	2.2	0.0	0.7	3.7
CC(=O)Oc1ccc(C(=O)Nc2cccc(NC(=O)c3ccco3)c2)cc1	-3.3	-0.9	2.3	3.2	1.6	4.7	-2.0	-0.6	1.9
COCc1cc(CNC(=O)C2CCC(=O)N(Cc3ccccc3OC)C2)[nH]n1 (stereo not drawn)	-5.1	-0.2	-1.8	-5.1	-4.7	-1.4	1.2	-1.1	-2.5
Cc1ccc(S(=O)(=O)Nc2nc3n(n2)C(c2ccc(Cl)cc2)CC(=O)N3)cc1 (stereo not drawn)	5.8	8.7	0.6	-1.5	-5.5	3.0	0.9	-3.6	9.8
CCn1c(CSc2nc3ccccc3n2C)nc2ccccc21	1.2	8.0	7.8	-1.8	-8.1	-1.3	7.4	0.6	11.7
Cc1ccc(S(=O)(=O)NCC2CCC(C(=O)NC3CCCCC3)CC2)cc1 (stereo not drawn)	1.4	0.4	1.5	-2.2	0.3	-1.4	3.0	-1.8	-2.7
CCOc1ccc(N2CC(C(=O)NNC(=O)c3ccc(F)cc3)CC2=O)cc1 (stereo not drawn)	-2.4	1.3	nt	0.5	nt	1.7	-0.1	nt	nt
C[N+](C)(CC#N)C/C=C\c1ccccc1	-2.0	6.6	1.9	1.0	1.9	-4.2	0.5	0.4	-2.7
CC1(c2ccccc2)CC(c2ccccc2)=Nc2nonc2N1 (stereo not drawn)	0.2	-6.4	0.9	-2.2	-3.5	0.7	0.9	3.7	-2.1
O=C1C(Cl)=C(NCC2CCCO2)C(=O)N1c1cccc(Cl)c1Cl (stereo not drawn)	-0.3	4.6	nt	-3.9	-3.2	5.2	-7.2	-2.6	19.1
O=C(NC(=S)N1CCN(c2ccccc2)CC1)c1ccccc1	-2.0	3.8	0.3	-5.1	0.1	-0.2	5.1	0.9	2.5
Cc1ccc(NC(=O)c2ccc(CSc3nccc(C)n3)cc2)cc1	2.8	5.2	-1.8	0.4	-3.3	2.9	3.3	0.8	-7.2
CCN(CC)C(=O)CSc1nc(O)c(Cc2ccccc2)c(=O)n1-c1ccc(C)cc1	-3.6	-2.3	0.1	-0.6	2.9	1.3	2.0	-0.1	3.9
O=C(CN1C2CCC1CC(NC(=O)C1CC1)C2)NCc1ccccc1 (stereo not drawn)	-3.8	0.5	2.7	-1.1	0.3	2.9	-1.1	4.5	2.6
CC(C)Cc1nnc(NC(=O)CCC(=O)NCc2ccccc2Cl)s1	-0.3	-3.2	2.1	-2.2	0.6	6.5	3.2	-0.7	2.5
Cc1cc(C)n2cc(CSCC(=O)O)nc2n1	5.8	-0.8	-0.2	1.0	3.8	5.5	-4.7	2.6	-0.9
OCC[C@@H]1C[C@H](O)[C@@H](O)[C@@]2(CCc3ccccc3O2)O1	-7.8	-1.4	1.8	0.0	2.0	4.6	3.4	0.5	2.0
Cc1cc(C)c(NS(=O)(=O)c2ccc(NC(=O)c3cccs3)cc2)c(C)c1	3.3	0.2	-0.1	4.0	-3.2	0.2	-1.9	-9.4	3.7
CCSc1nc2nn(-c3ccccc3)c(=O)c-2c2n1CCCCC2	3.3	1.6	-6.2	-3.0	-4.8	-3.0	2.2	0.7	0.2
CC(=O)Oc1ccc(N(C(C)=O)S(=O)(=O)c2ccc(C)cc2)c2ccccc12	-3.0	-4.6	0.1	4.5	0.5	5.8	-4.1	-3.1	33.4
Cn1nc(C(=O)Nc2nnc(C3CC3)s2)c2ccccc2c1=O	-4.2	0.7	0.9	-0.7	-0.9	-1.5	-6.6	-9.7	-6.8
CCc1ccccc1NC(=O)Cc1ccc(-n2cccc2)cc1	0.7	2.7	-0.3	-0.8	0.4	1.6	-7.1	1.2	4.1
COc1ccc(/C=C(\C#N)C(=O)NCCc2ccccc2)cc1OCc1ccccc1	7.1	1.4	0.1	-1.6	-1.2	1.7	-10.8	-19.5	-0.4
CCOC(=O)C1CCN(C(=O)c2cccc(S(=O)(=O)N(CC)c3ccccc3)c2)CC1	3.6	0.0	nt	-3.3	nt	1.0	0.0	nt	nt
CCOC(=O)C1CCCN(C(=O)c2cn(CC)c(=O)c3cc(OC)c(OC)cc23)C1 (stereo not drawn)	8.8	4.3	0.0	-2.9	2.0	4.8	-2.8	-1.2	-3.2
c1ccc(OCc2nc3ccccc3[nH]2)cc1	-0.6	3.4	-0.9	-3.6	0.4	4.4	-0.1	1.7	6.0
CCOC(=O)Cc1csc(NC(=O)Cc2ccc([N+](=O)[O-])cc2)n1	0.6	5.7	2.5	0.6	-1.3	2.1	-3.3	0.8	-2.6
Cc1cc(C(=O)NCC(=O)OC(C)C(=O)N2CCOCC2)ccc1[N+](=O)[O-] (stereo not drawn)	-8.7	0.5	nt	-0.8	nt	0.5	-9.2	nt	nt
COc1ccc(NC(=O)c2c(F)cccc2F)cc1S(=O)(=O)Nc1ccc(Br)cc1	-6.5	-6.8	2.0	-3.5	2.9	-1.5	-3.3	-5.5	0.1
COc1ccc(OCC(=O)N2CCN(S(=O)(=O)c3ccccc3[N+](=O)[O-])CC2)cc1	-1.9	5.5	0.9	1.9	-4.9	3.0	-2.4	-1.7	10.9
C/C(=N\O)c1c(O)cc(-c2ccccc2)n(-c2ccccc2)c1=O	-7.2	-2.7	3.9	-3.0	6.9	-8.3	4.3	0.2	-0.2
O=C(C1=C[C@H](c2coc3ccccc3c2=O)C[C@H](OCCCCO)O1)N1CCN(Cc2ccccc2)CC1	22.9	10.7	-1.3	1.1	-3.1	11.5	3.4	0.3	-1.7
Clc1ccc(C(c2nnnn2C2CCCC2)N2CCSCC2)cc1 (stereo not drawn)	2.7	3.3	-1.0	-4.0	-0.8	-3.2	2.5	0.5	-4.2
O=C(O)C1CCC(Cn2c(SCc3cc(=O)n4cc(Br)ccc4n3)nc3ccsc3c2=O)CC1 (stereo not drawn)	8.3	7.7	-1.2	-5.1	0.1	-3.9	4.7	-6.7	-6.0
Cc1cccc(NC(=O)c2ccc(Cn3cc(C(F)(F)F)ccc3=O)cc2)c1	2.2	5.4	-2.7	-6.4	-0.6	6.4	-6.5	-0.3	2.4
O=C(NC1CCCC1)C(c1ccc(Cl)cc1)N1CCc2ccccc21 (stereo not drawn)	6.0	5.3	-6.6	-1.3	-0.4	5.0	5.8	-0.9	-0.2
CCCSc1ccc([C@H]2N[C@@](CC(C)C)(C(=O)OC)[C@H]3C(=O)N(C)C(=O)[C@@H]23)cc1	3.5	4.2	2.3	-3.4	1.5	3.8	-6.0	-4.5	-2.8
COc1cc(C2C(C(=O)Nc3ccccc3OC)=C(C)Nc3ncnn32)ccc1O (stereo not drawn)	-5.8	1.4	1.5	-4.2	-1.0	-1.7	1.9	1.6	4.5

Entries of single compounds as entered above. Order of screens: MCL1-BIM inh	Bcl-xL primary	MEX-5 binding	PAD4 FP inh	TPT1 inhibitor	GLD-1 RNA inh	PME-1 inh	Fam108B counter	GSTO1 counter
`O=C(C1=C[C@H](c2coc3ccccc3c2=O)C[C@H](OCCCCO)O1)N1CCN(Cc2ccccc2)CC1` in the list: 22.9	10.7	-1.3	1.1	-3.1	11.5	3.4	0.3	-1.7
`CCOC(=O)Cc1csc(NC(=O)Cc2ccc([N+](=O)[O-])cc2)n1` in the list: 0.6	5.7	2.5	0.6	-1.3	2.1	-3.3	0.8	-2.6
`Cn1nc(C(=O)Nc2nnc(C3CC3)s2)c2ccccc2c1=O` in the list: -4.2	0.7	0.9	-0.7	-0.9	-1.5	-6.6	-9.7	-6.8

Additional records:
SMILES	MCL1-BIM inh	Bcl-xL primary	MEX-5 binding	PAD4 FP inh	TPT1 inhibitor	GLD-1 RNA inh	PME-1 inh	Fam108B counter	GSTO1 counter
Cc1ccc(-c2nc3ccccc3[nH]2)cc1NC(=S)NC(=O)c1ccccc1Br	4.7	4.0	-2.6	-1.9	-1.8	1.9	-52.0	-40.6	-19.3
O=S(=O)(Cc1cc(Sc2ccc(Cl)cc2)nc(-c2ccccc2)n1)c1ccccc1	3.9	0.7	0.0	-3.1	-0.2	9.1	1.0	-3.3	4.2
COc1ccc(C(=O)NCc2cccs2)cc1S(=O)(=O)N1CCOCC1	7.6	8.8	0.9	4.6	-3.6	-0.6	-1.1	-1.6	-2.1
COc1ccc(OC)c(NC(=O)c2cnc3n(c2=O)CCS3)c1	15.8	9.3	-2.5	3.9	-4.5	6.5	0.3	-3.5	-0.3
Cc1ccsc1C1NC(=O)c2c(sc3c2CCN(C)C3)N1 (stereo not drawn)	30.9	37.3*	-5.2	-4.8	60.8*	-32.3	2.8	8.8	-1.5
NC(=O)C1CCN(S(=O)(=O)c2ccc3c(c2)OCCO3)CC1	1.9	8.5	-1.1	-5.5	0.2	3.8	-2.3	-1.6	21.6
